# Source: PubChem (The Scripps Research Institute Molecular Screening Center)
# GPR151 activ – activators of human GPR151, primary screen, cell-based, PathHunter beta-arrestin, luminescence; activation, % at 11.2 µM; 1% of 650,000 active; G-protein coupled receptor 151 (Homo sapiens), Q8TDV0; PathHunter beta-arrestin GPR151 cells; in the data active means activation above about 4.9%;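 further: 0% = median of compound wells and 100% = cells with positive control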
# Target sequence (Q8TDV0 whole entry, looked up): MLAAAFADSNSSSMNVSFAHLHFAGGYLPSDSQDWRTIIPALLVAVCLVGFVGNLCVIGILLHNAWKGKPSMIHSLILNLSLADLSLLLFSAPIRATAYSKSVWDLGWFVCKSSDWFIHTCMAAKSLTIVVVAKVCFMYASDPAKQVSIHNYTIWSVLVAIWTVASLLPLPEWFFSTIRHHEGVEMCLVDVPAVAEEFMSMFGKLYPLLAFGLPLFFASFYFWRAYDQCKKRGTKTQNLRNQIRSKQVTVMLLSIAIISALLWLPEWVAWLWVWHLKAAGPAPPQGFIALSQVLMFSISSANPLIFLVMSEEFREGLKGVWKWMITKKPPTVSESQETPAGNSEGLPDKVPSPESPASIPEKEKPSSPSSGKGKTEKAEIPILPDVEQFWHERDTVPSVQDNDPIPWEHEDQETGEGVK
# MITF primary – MITF inhibitors, primary screen, biochemical, AlphaScreen, human. Microphthalmia-associated transcription factor (Homo sapiens), O75030. AlphaScreen MITF homodimerization, bead proximity signal. inhibition, % at 2.6 µM. 0.91% of 650,000 active. AID 1259374, 2018; in the data active means inhibition above about 50%;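 further: 0% = vehicle wells with protein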
# TEAD-YAP inh – TEAD-YAP interaction inhibition, primary screen, TEAD-YAP interaction inhibitor project, luminescence, HEK-TIYL cells; TEAD-Gal4/YAP UAS-luciferase luminescence; inhibition, % at 9.12 µM; 1.4% of 640,000 active; in the data active means inhibition above about 32%;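 further: 0% = median of test compound wells and 100% = reference inhibitor wells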
# FBW7 act – FBW7 E3 ligase activators, primary screen, biochemical, AlphaScreen, human. AlphaScreen FBW7–phospho-cyclin E peptide binding, activator screen. normalized activity (activation), % at 26.1 µM. 0.13% of 650,000 active. AID 1259310, 2017; in the data active means normalized activity above about 1.9%;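 further: purified mutant Fbw7 with reduced substrate affinity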
# Target sequence (Q969H0 whole entry, looked up): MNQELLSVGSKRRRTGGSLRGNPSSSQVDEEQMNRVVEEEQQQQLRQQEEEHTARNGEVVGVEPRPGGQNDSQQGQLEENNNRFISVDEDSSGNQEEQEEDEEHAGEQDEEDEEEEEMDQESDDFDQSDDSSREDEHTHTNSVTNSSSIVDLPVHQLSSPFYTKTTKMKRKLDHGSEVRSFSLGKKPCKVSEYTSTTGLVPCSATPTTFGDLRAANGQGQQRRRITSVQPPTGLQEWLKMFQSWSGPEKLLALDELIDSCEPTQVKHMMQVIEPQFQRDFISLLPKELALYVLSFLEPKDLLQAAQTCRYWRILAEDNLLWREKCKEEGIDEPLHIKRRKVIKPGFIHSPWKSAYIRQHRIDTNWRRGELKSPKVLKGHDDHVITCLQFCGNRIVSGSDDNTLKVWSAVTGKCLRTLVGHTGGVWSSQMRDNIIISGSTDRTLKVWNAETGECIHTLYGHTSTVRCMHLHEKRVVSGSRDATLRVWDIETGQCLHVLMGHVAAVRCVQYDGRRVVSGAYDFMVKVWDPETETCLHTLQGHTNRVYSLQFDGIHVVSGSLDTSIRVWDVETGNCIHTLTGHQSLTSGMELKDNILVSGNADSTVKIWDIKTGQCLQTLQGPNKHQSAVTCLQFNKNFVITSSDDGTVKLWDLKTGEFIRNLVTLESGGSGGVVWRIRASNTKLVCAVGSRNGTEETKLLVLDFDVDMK
# * marks the source's active call; other numbers are inactive results; / = not tested or not shown.
# Every second line gives: GPR151 activ, MITF primary, TEAD-YAP inh, FBW7 act
CCc1ccccc1N(C(C)=O)C1C=CS(=O)(=O)C1 (configuration not stated)
  4.5, 1.6, 0.4, -0.1
COc1ccc(Nc2cc(NCCCN3CCOCC3)ncn2)cc1
  -0.5, 3.8, 9.2, -0.1
O=[N+]([O-])c1ccc(N2CCN(Cc3cccnc3)CC2)cc1
  -0.5, 58.6*, 2.5, -0.1
Cc1cc(C)cc(NC(=O)C(=O)NC2CCCC2)c1
  -1.6, 9.8, -17.4, 0.3
Cc1ccc(C(=O)OCC(=O)N(c2ccccc2)C(C)C)c(O)c1
  0.1, -8.8, 8.7, -0.1
CCN(C(=O)Cn1ncc(Cl)c(Cl)c1=O)C1CCS(=O)(=O)C1 (configuration not stated)
  -0.9, 5.7, 0.7, 0.5
Cc1sc2ncnc(Sc3ncnc4sc(C)c(C)c34)c2c1C
  -0.2, 10.8, 18.1, -0.1
Cc1cc(NCCN(C(C)C)C(C)C)nc(Nc2ccccc2)n1
  0.5, 2.2, 7.5, 0.0
O=C(CSc1nc2ccsc2c(=O)n1-c1ccccc1)NCc1ccccc1Cl
  -0.9, 1.6, 5.4, 0.0
O=C(NC1CCN(Cc2ccccc2)CC1)c1cnc(-c2ccc(N3CCOCC3)nc2)s1
  -0.4, -5.8, 13.9, 0.2
CC(CC(=O)NC(C)c1ccccc1)CC1=NS(=O)(=O)c2ccccc2N1 (configuration not stated)
  1.0, 16.4, -0.5, -0.1
Cc1ccccc1-c1nc2cc(NC(=S)NC(=O)c3cccs3)ccc2o1
  -0.4, -23.9, -16.3, 0.0
CC(CC(=O)Nc1ccc(I)cc1)c1ccccc1 (configuration not stated)
  -0.2, -8.5, 1.6, 0.0
COC(=O)c1ccc(NC(=O)CSc2nc3ccc(Nc4nc(Nc5ccccc5)nc(N5CCCC5)n4)cc3s2)cc1
  0.7, -8.0, -8.8, -0.1
Cc1nc(C#N)c(N/N=C/c2cccc(Cl)c2)o1
  -1.5, -8.4, -46.0, -0.2
COc1cc(/C=N/n2cnnc2)ccc1OC(=O)c1ccco1
  1.0, 8.4, 4.0, 0.5
CC(C)(C)N1C(=O)NC2NC(=O)NC21 (configuration not stated)
  -0.9, 3.5, 7.6, 0.1
O=[N+]([O-])c1cccc(C2(O)C[N+]3=C(CCCCC3)N2c2ccccc2)c1 (configuration not stated)
  0.0, 0.8, -0.4, 0.0
CCOC(=O)N1CCc2c(sc(NCc3sccc3C)c2C(=O)Nc2ccc(OC)cc2OC)C1
  0.9, 4.2, 29.7, -0.8
CC(C)n1c(Nc2ccc(N3CCOCC3)cc2)nc2c(NC3CC3)ncnc21
  -1.3, 11.7, -3.0, -0.1

# Following part.
# Every second line gives: GPR151 activ, MITF primary, TEAD-YAP inh, FBW7 act
O=C(CN1CCCC1)Nc1ccc(-c2nc3cc(NC(=O)CN4CCCC4)ccc3o2)cc1
  0.3, -2.9, 36.4*, 0.0
N/N=C1\C2CN3CCN(C2)CC1(Cc1ccccc1)C3
  -0.6, 38.5, 3.5, 0.3
CSc1ccccc1N1C(=O)CN(C(=O)CCn2cnc3ccccc3c2=O)CC1C (configuration not stated)
  -0.8, 2.9, 4.5, 0.0
CCOc1ccc(N(C(=O)Cc2ccc(F)cc2)C2C=CS(=O)(=O)C2)cc1 (configuration not stated)
  -0.1, 2.5, 4.4, 0.3
C=CCNC(=O)C(=O)Nc1ccc(Br)cc1
  -1.3, -1.2, -31.1, 0.0
COCCn1c(-c2ccc(OC)cc2)nc2ccccc21
  3.9, -8.8, -20.1, -0.1
Brc1ccc2c(c1)c(-c1ccccc1)cc1nnc(-c3ccccc3)n12
  -0.6, 6.8, -5.3, 0.2
CCOC(=O)c1ccc(NN2C(=O)c3ccc(Br)cc3C2=O)c([N+](=O)[O-])c1
  -1.0, -2.5, -0.4, -0.3
O=C1c2cccc([N+](=O)[O-])c2C(=O)N1CNc1ccccc1Cl
  1.6, 1.5, 7.5, -0.1
CC1(C)Cc2ccccc2-c2nc(-c3ccccc3)n(CCCO)c(=O)c21
  0.0, -6.5, -2.1, -0.1
CNC(=O)CSCc1c(Cl)cccc1Cl
  -2.0, 9.9, -6.9, 1.1
NC(=O)c1ccccc1NC(=S)NC(=O)c1ccc(Cl)cc1
  1.0, -10.0, 8.2, -0.2
O=C1COc2ccc(C(=O)CSc3nnc(-c4ccc(O)cc4)o3)cc2N1
  -0.4, -8.4, -7.0, -0.1
Fc1ccc(C2Oc3ccc(Cl)cc3C3CC(c4ccccc4)=NN32)cc1 (configuration not stated)
  -0.3, 0.4, -51.0, 0.0
Cc1cc(C)n2nc(C(=O)Nc3ccc(C#N)cc3)cc2n1
  1.3, 11.3, -31.7, -0.1
COc1ccc(NC(=O)CN2CCC(NC(=O)c3ccccc3)CC2)c(OC)c1
  0.9, 14.8, 5.3, 0.3
COC(=O)c1ccc(CNc2cccc([N+](=O)[O-])c2)cc1
  0.8, -1.6, -0.7, 0.0
Cc1nc(N2CCCC(NCc3ccccc3)CC2)nc2ccc(F)cc12 (configuration not stated)
  -1.4, -15.4, 7.8, 0.0
Nc1[nH]n(-c2ccccc2)c(=O)c1N=Nc1ccccc1[N+](=O)[O-]
  -0.6, 3.4, -56.4, -0.1
CN1CCCN=C1/C=C/c1cccs1
  -1.1, 7.1, /, -0.1

# Next part.
# Every second line gives: GPR151 activ, MITF primary, TEAD-YAP inh, FBW7 act
COc1ccc(C2(C(=O)N3CCCC(c4ncncc4-c4ccncc4)C3)CC2)cc1 (configuration not stated)
  2.5, 13.9, 0.3, 0.1
Cc1ccc(S(=O)(=O)Oc2ccc(C(=S)N3CCC(O)CC3)cc2)cc1
  -0.6, -2.3, -31.6, 0.1
CCOC(=O)c1c(C)n(-c2ccccc2)c2c1cc(OC(=O)c1cccc([N+](=O)[O-])c1)c1ccccc12
  -0.5, -3.6, -4.3, 0.0
CN1CCN(CCCNC(=O)Cn2ncc3c2-c2ccccc2OC3)CC1
  0.4, 13.0, 10.1, 0.0
O=C(Nc1ccc([N+](=O)[O-])cc1)C(Cc1ccccc1)N1C(=O)C2C3CCC(C3)C2C1=O (configuration not stated)
  0.5, 1.5, -5.2, 0.0
CCCCSc1nc2ccsc2c(=O)n1Cc1ccccc1F
  -1.0, 14.4, 11.3, 0.2
Nc1nccc(-c2cc(F)c3nc(C4COc5ccc(Cl)cc5C4)[nH]c3c2)n1 (configuration not stated)
  -1.1, 5.0, 6.9, 0.1
CCCCSCCCNC(=O)Nc1ccc(OC)cc1OC
  -0.1, 4.6, 6.5, -0.1
CC1=C(C#N)c2nc(N)c(C#N)c(C)c2/C1=C/c1ccc(C)o1
  -0.5, 11.5, -0.9, -0.1
CCOC(=O)c1ccccc1OCc1cc(C2Nc3ccccc3C(=O)N2c2ccc(F)cc2)ccc1OC (configuration not stated)
  -1.6, 3.3, -29.4, -0.1
Cc1ccc2oc(=O)c3cnn(CC(=O)NCCN4CCN(C)CC4)c3c2c1
  0.6, -1.4, -12.1, 0.2
COC(=O)c1cc(CNC(=O)/C=C/c2cccc(F)c2)cc(NC(=O)Cn2cccn2)c1
  -0.7, -15.5, -16.8, -0.2
COc1ccc2nc(-c3cccc(NC(=O)c4cccc(C)c4)c3)cn2n1
  1.5, 7.0, -15.7, -0.1
COc1cc(CNC(C)(C)CO)cc(I)c1OC
  -0.5, 7.5, -0.5, -0.1
CCCC1NC(=S)N(c2ccccc2)C1=O (configuration not stated)
  -0.1, 14.1, 0.8, -0.2
COc1ccc(Cl)cc1NC(=O)c1sc2ncn(Cc3cccc(F)c3)c(=O)c2c1C
  1.4, 19.6, -2.5, 0.5
CN1CCN(C(=O)c2ccccc2NC(=O)CN2C(=O)c3ccccc3C2=O)CC1
  -0.9, 4.5, -1.1, 0.2
O=C(NCCc1cn2ccccc2n1)c1ccc(F)c(F)c1
  2.2, 11.8, 5.6, 0.1
O=C(N=Nc1c(O)[nH]c2ccc([N+](=O)[O-])cc12)c1ccco1
  0.7, 5.2, -31.4, -0.1
CN(C)c1ccc(CNCc2ccccc2Cl)cc1
  -1.1, -7.4, -7.6, -0.3

# Continued:
# Every second line gives: GPR151 activ, MITF primary, TEAD-YAP inh, FBW7 act
COc1cccc(NC(=O)c2cc(S(=O)(=O)N3CCN(c4ccccc4)CC3)ccc2F)c1
  0.4, -4.3, 2.9, 0.1
Cc1cccc(CN2CCCC(C(=O)N3CCCC3)C2)c1 (configuration not stated)
  0.3, 42.9, 3.2, 0.1
O=C(CCC(=O)Nc1cccc(Br)c1)N/N=C/c1ccccc1
  -0.4, 9.9, 2.5, 0.1
Cc1ccc(SCC(=O)Nc2nccs2)cc1
  0.5, 3.8, -50.0, -0.1
CCCS(=O)(=O)c1c(S(=O)(=O)CCC)c2cnccn2c1C(=O)c1ccc(Br)cc1
  0.3, 5.7, 1.4, -0.1
COc1ccc2[nH]cc(NC(=O)NCCCN3CCN(C)CC3)c(=O)c2n1
  0.2, 16.8, 7.2, 0.1
CCOc1ccccc1N1CC(C(=O)O)CC1=O (configuration not stated)
  1.4, 2.5, 7.5, 0.1
CCCn1cnc2sc(C(=O)Oc3ccccc3)c(C)c2c1=O
  -0.6, 3.8, -2.2, 0.2
O=C(Nc1ccc2c(c1)OCO2)c1ccc([N+](=O)[O-])cc1Cl
  -1.2, 1.1, -13.9, 0.0
COc1ccccc1C1(NC(=O)CCn2cnc3ccccc32)CCCC1
  -0.9, 5.4, 0.1, -0.1
CC(C)CCn1c(N/N=C\c2cccc(O)c2)nc2c1c(=O)[nH]c(=O)n2C
  1.4, 9.8, 3.3, -0.1
CCOc1ccc(S(=O)(=O)N/N=C(\C)C2CCCCC2)cc1
  1.5, 16.8, -0.2, 0.3
Clc1ccccc1-c1cnn2c(NCCc3cccnc3)ccnc12
  2.2, -1.7, 65.3*, 0.0
N#Cc1cc([N+](=O)[O-])ccc1NC(=O)COC(=O)C1CC1
  1.3, 8.7, 3.3, -0.1
Cc1nc(CN(C)c2nc3nonc3nc2NCc2ccccc2)cs1
  1.0, 14.7, 0.5, 0.3
CCOc1cc(C2C(C#N)=C(N)OC(C)=C2C(C)=O)cc(Br)c1O (configuration not stated)
  -0.9, -5.8, 0.7, -0.1
CCC(=O)N(CCC(Cc1ccccc1)c1ccc2c(c1)OCO2)Cc1ccccc1F (configuration not stated)
  2.0, 13.2, -1.4, 0.1
O=C(CN(Cc1ccccc1)S(=O)(=O)c1ccccc1)Nc1ccccc1Cl
  -0.1, 17.6, 3.3, 0.9
O=C(COc1ccc(Cl)cc1)Oc1ccc2c(c1)oc(=O)c1ccccc12
  0.8, 1.5, 5.0, 0.0
NC(=O)/C(=C\c1cccc(Br)c1)NC(=O)c1ccccc1
  -0.1, 0.3, -3.7, 0.0

# Next records follow:
# Every second line gives: GPR151 activ, MITF primary, TEAD-YAP inh, FBW7 act
CCCCCOc1ccc(N2C(=O)/C(=C/c3ccc(OC)c(OC)c3)N=C2c2ccc(Cl)cc2)cc1
  0.0, 5.4, -3.4, 0.0
O=C(NC(=O)C(F)(F)F)Nc1cc(C(F)(F)F)ccc1Cl
  4.6, -14.8, -3.5, -0.2
CC(=O)Nc1ccccc1NC(=O)COc1ccccc1
  -1.9, -1.2, 2.3, 0.0
Cc1sc2ncnc(Nc3ccc(O)cc3)c2c1C
  -0.3, -2.7, -16.9, -0.1
Cc1ccc(S(=O)(=O)NCC(=O)NCC(=O)OCc2c(F)cccc2Cl)cc1
  3.7, 3.2, -13.0, 0.7
Cc1ccc(NC(=O)c2cn(-c3ccc(F)cc3F)c(=O)c3ccccc23)cc1F
  1.7, -2.3, -3.4, 0.3
COC(=O)c1ccccc1NC(=O)COc1ccccc1C(N)=O
  -6.3, -13.9, -3.5, 0.0
O=C(NC1CCCCC1)[C@@H]1C=CCN1C(=O)c1ccccc1F
  0.1, 9.2, 3.9, 0.5
COc1ccc(C(=O)COC(=O)c2ccc([N+](=O)[O-])s2)cc1OC
  -0.4, 10.7, 6.3, -0.2
Oc1c(Cl)cc(CN2CCN(c3cccc(C(F)(F)F)c3)CC2)c2cccnc12
  -0.8, 37.5, 69.5*, -0.1
C#CC(=O)N(Cc1ccco1)C(C(=O)NC1CCCC1)c1ccccc1 (configuration not stated)
  1.0, -1.9, -3.2, 0.0
CCOc1ccc(-c2c(C#N)c(N)nc3sc(C(=O)Nc4ccc(Br)cc4)c(N)c23)cc1
  -0.6, 5.4, 3.2, -0.1
CCCCn1c(=O)nc2n(-c3ccc([N+](=O)[O-])cc3)c3ccccc3cc-2c1=O
  -1.3, 18.1, 4.8, 0.7
O=C(NC1CCCCCC1)c1ccc(F)cc1
  -5.0, -4.5, -1.9, 0.7
C/C(CC(=O)Nc1cccc2c1CCCC2)=N\NC(=O)COc1ccccc1
  -0.5, 10.2, 12.2, 0.5
CN1CCOc2cc(S(=O)(=O)Nc3ccc(C(F)(F)F)cc3)ccc21
  0.0, 2.2, 4.0, -0.1
COc1cccc(/C=C/C(=O)c2ccc[nH]2)c1
  0.3, 14.6, -57.1, -0.1

# Nothing new here: five of the compounds above.
# Every second line gives: GPR151 activ, MITF primary, TEAD-YAP inh, FBW7 act
Cc1sc2ncnc(Nc3ccc(O)cc3)c2c1C
  -0.3, -2.7, -16.9, -0.1
Cc1ccc(S(=O)(=O)NCC(=O)NCC(=O)OCc2c(F)cccc2Cl)cc1
  3.7, 3.2, -13.0, 0.7
Cc1ccc(NC(=O)c2cn(-c3ccc(F)cc3F)c(=O)c3ccccc23)cc1F
  1.7, -2.3, -3.4, 0.3
COC(=O)c1ccccc1NC(=O)COc1ccccc1C(N)=O
  -6.3, -13.9, -3.5, 0.0
O=C(NC1CCCCC1)[C@@H]1C=CCN1C(=O)c1ccccc1F
  0.1, 9.2, 3.9, 0.5
